High-throughput results deposited in PubChem BioAssay by several laboratories.
Neddylation inh = inhibitors of cullin neddylation, primary screen, biochemical, TR-FRET, uHTS, NAE and Ubc12; NEDD8-conjugating enzyme Ubc12 (Homo sapiens) + NEDD8-activating enzyme E1 regulatory …; calls only at 25 µM; hit rate 0.58% among 360,000; in the data active means inhibition above about 36%
FAS TE block = FAS thioesterase domain inhibitors, primary screen, biochemical, fluorescence intensity, uHTS; Fatty acid synthase (Homo sapiens), P49327; hit rate 0.67% among 360,000; recombinant FAS-TE, OMFH fluorogenic substrate, fluorescence endpoint; inhibition, % at 15 µM; AID 602261, 2012;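 active means compounds whose normalised, plate-corrected inhibition of enzyme fluorescence in the single-dose primary screen is 50% or more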;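 further: 0% = DMSO with enzyme and 100% = substrate without enzyme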
MT1-MMP act inh = blockers of MT1-MMP proenzyme processing, primary screen, HT1080 RFP-PRO-GFP cells, GFP/RFP fluorescence. hit rate 0.061% among 360,000. GFP/RFP ratio fluorescence, overnight; percent of plate control window, DMSO zero. GFP/RFP ratio change, % at 20 µM. AID 651647, 2012;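 active means GFP/RFP ratio change of at least 30% with cell ATP level not reduced by more than half and red fluorescence within 50% of control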; further: strong numbers were not always called active
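Read-out: GFP/RFP fluorescence ratio; Test system: RFP-PRO-GFP reporter HT1080 cells; Compound dosing: single-point 20 µM compound, 1% DMSO; Times: overnight compound exposure at 37 °C.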
E coli Lon inh = inhibitors of E. coli Lon protease, primary screen, biochemical, fluorescence polarization. purified E. coli Lon protease. inhibition, % at 7.94 µM. hit rate 0.42% among 360,000. AID 602123, 2011; in the data active means inhibition above about 13%, passing the limit was not always enough;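 further: 0% = enzyme with probe and DMSO and 100% = no enzyme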
Target sequence (P0A9M0 whole entry, looked up): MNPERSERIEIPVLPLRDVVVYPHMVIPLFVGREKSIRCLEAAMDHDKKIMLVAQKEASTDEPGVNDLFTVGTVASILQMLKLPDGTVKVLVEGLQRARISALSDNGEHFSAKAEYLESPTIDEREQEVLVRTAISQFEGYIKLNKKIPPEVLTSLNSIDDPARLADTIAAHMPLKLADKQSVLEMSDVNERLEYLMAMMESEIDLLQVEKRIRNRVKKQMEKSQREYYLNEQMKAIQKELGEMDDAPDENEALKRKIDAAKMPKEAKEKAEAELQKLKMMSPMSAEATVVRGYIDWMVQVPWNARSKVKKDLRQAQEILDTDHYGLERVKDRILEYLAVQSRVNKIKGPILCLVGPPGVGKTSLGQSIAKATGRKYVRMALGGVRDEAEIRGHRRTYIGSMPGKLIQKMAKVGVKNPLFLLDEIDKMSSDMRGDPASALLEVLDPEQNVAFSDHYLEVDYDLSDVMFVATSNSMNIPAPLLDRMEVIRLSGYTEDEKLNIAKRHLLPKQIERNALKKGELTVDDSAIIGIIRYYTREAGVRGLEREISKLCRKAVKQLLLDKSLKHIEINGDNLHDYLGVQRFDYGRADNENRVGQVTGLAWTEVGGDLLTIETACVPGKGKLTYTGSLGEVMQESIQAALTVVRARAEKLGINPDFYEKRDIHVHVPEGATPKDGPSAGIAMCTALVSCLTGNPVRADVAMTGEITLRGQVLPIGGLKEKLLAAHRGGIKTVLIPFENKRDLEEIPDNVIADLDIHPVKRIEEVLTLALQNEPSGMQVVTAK
SKN-1 block = suppressors of acrylamide-induced Pgst-4::GFP reporter in worms, primary screen, SKN-1 inhibitor project, whole organism, uHTS, GFP/RFP fluorescence ratio, strain VP596; C. elegans VP596 Pgst-4::GFP/RFP ratio, 24 h; inhibition, % at 21.8 µM; hit rate 0.49% among 360,000;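 active means interference check ratio from 0.5 to 1.5 plus GFP to RFP signal ratio inhibition reaching or exceeding a fixed threshold, cut at about 30% in these data, passing the limit was not always enough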; further: some compounds called inactive have numbers as strong as hits
Rin1 Abl inh = inhibitors of Rin1-Abl protein binding, primary screen, biochemical, TR-FRET; AID 588664, 2011; hit rate 0.4% among 360,000; inhibition, % at 7.35 µM; in the data active means inhibition above about 5%, passing the limit was not always enough
CendR NRP1 mod = modulators of CendR peptide binding to NRP-1, primary screen, biochemical, fluorescence polarization, uHTS; Neuropilin-1 (Homo sapiens), O14786; FAM-RPARPAR peptide binding to NRP-1; inhibition, % at 25 µM; hit rate 0.85% among 360,000;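 active means inhibition or corrected inhibition above about 18%, plus a signal ratio from 0.5 to 1.5, limit read from the data, passing the limit was not always enough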; further: strong numbers were not always called active
MLLE-PAM2 inh = inhibitors of PABP1 MLLE–PAM2 peptide binding, primary screen, biochemical, fluorescence polarization, FITC-PAM2, GST-MLLE. Polyadenylate-binding protein 1 (Homo sapiens), P11940. inhibition, % at 20 µM. hit rate 0.36% among 360,000; in the data active means inhibition above about 35%, passing the limit was not always enough;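 further: plate controls were DMSO wells with GST-MLLE for no effect and wells lacking GST-MLLE protein for full effect; some results filed as inactive read as strong as hits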
bovine MsrA act = bovine MsrA enzyme activators, primary screen, biochemical, absorbance, HTS. Methionine sulfoxide reductase A (Bos taurus). purified bovine MsrA, absorbance read-out. activation, % at 10.6 µM. hit rate 0.3% among 360,000. AID 602163, 2012; in the data active means activation above about 7.5%;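 further: 0% = vehicle and 100% = reference activator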
An asterisk follows results filed as active; i = inactive; / = no result given; + = active, no number. Rows were taken by chance (roughly 4% active in at least one column).

SMILES	Neddylation inh	FAS TE block	MT1-MMP act inh	E coli Lon inh	SKN-1 block	Rin1 Abl inh	CendR NRP1 mod	MLLE-PAM2 inh	bovine MsrA act
Oc1ccc(-c2nncn2-c2ccccc2)cc1	i	-7	2	-2	3	0	3	6	-2
COc1ccc(-n2nnnc2CNC(=O)c2ccc(S(=O)(=O)N3CCOCC3)cc2)cc1	i	-8	0	-16	4	-1	-1	9	-4
Cc1ccc2c(c1)cc(C(=O)N[C@@H](Cc1ccccc1)C(=O)O)n2C	i	-1	-12	-6	18	0	-3	3	-2
CCc1ccccc1NC(=O)COC(=O)c1c(C)nsc1NC	i	-7	8	1	2	-3	-7	-2	-4
O=C(COC(=O)c1c(F)cccc1F)NCCNC(=O)COC(=O)c1c(F)cccc1F	i	-8	0	-12	8	4	11	10	-4
CCOCCCNc1nc2c(-c3ccccc3)nnn2c2ccccc12	i	0	3	-8	6	4	10	-8	-2
CCc1ccccc1NC(=O)N1C2CCCC1CC(NC(C)=O)C2 (centres undefined)	i	-5	1	2	12	0	18	-2	-2
COc1cc(C(=O)NC2=NCCS2)cc(OC)c1OC	i	-6	10	-2	-3	2	11	3	0
COc1ccc(OCCN2CCCC2)cc1Nc1nnc(Cl)c(Nc2ccccc2S(C)(=O)=O)n1	i	-11	4	-3	6	2	1	-24	-4
COC(=O)COc1ccc2cc(-c3ccc(OC)cc3)c(=O)oc2c1	i	-3	-1	-19	9	2	20*	4	-1
COc1cccc(/C=C2\CCCCC2=O)c1	i	-2	5	-2	-9	2	-6	1	-13
CC(C)Cc1csc(NC(=O)C(C)C)c1C(=O)O	i	-4	-3	-4	-14	0	-10	0	-2
CC(=O)C(=Cc1ccc(C(=O)O)cc1)C(C)=O	i	-3	0	3	-7	-6	-9	11	-2
Cc1nc2ccc(NC(=O)CCS(=O)(=O)c3ccccc3)cc2s1	i	-8	1	4	-1	1	-3	-7	-4
CCN(CCn1cccn1)C(=O)C1CCC(=O)N(CC2CCCCC2)C1 (centres undefined)	i	-5	0	-3	4	4	13	2	-3
CCCN(CCC)S(=O)(=O)c1cccc(C(=O)N=c2sccn2C)c1	i	11	5	-7	2	4	5	5	-5
CC(=O)N1CCc2c(sc(NC(=O)CS(=O)(=O)c3ccc(F)cc3)c2C(N)=O)C1	i	-9	-1	-16	-13	0	-26	19	-4
Oc1ccc(C(=S)N2CCCCCC2)cc1	i	-11	-1	-10	-3	2	3	37*	-13
COc1ccc(-c2ccc(C(=O)Nc3ccccc3)c3occc23)c(C)c1	i	33	-7	-4	8	0	-15	13	-1
CSCCC(C(=O)NCc1ccccc1)n1c(C2CCN(C(C)=O)CC2)nc2ccccc21 (centres undefined)	i	/	4	/	8	/	7	/	/
CCOC(=O)C1CCCN(S(=O)(=O)c2ccc(-c3cc(C)no3)s2)C1 (centres undefined)	i	12	0	-7	11	-2	5	4	-4
Cc1nc2c(C)cccn2c1/C(O)=C1\C(=O)C(=O)N(CCN(C)C)C1c1ccncc1 (centres undefined)	i	-10	0	-4	14	0	-18	8	-3
CSCc1ccc(C(=O)NC2CC(C)(C)Cc3c2cnn3-c2ccc(F)cc2)o1 (centres undefined)	i	5	-2	-5	5	-1	5	8	-3
COc1cc(OC)cc(C(=O)Nc2nnc(NC(=S)Nc3ccccc3)s2)c1	i	9	5	-7	-6	-4	16	34	-12
COc1ccc(-c2cnn3c4c(c(C)nc23)CCN4C(C)C)cc1OC	i	-1	16	-11	-10	-7	-1	-14	2

Given comma-delimited: entries from further up
compound,Neddylation inh,FAS TE block,MT1-MMP act inh,E coli Lon inh,SKN-1 block,Rin1 Abl inh,CendR NRP1 mod,MLLE-PAM2 inh,bovine MsrA act
CC(C)Cc1csc(NC(=O)C(C)C)c1C(=O)O,i,-4,-3,-4,-14,0,-10,0,-2
CC(=O)C(=Cc1ccc(C(=O)O)cc1)C(C)=O,i,-3,0,3,-7,-6,-9,11,-2
Cc1nc2ccc(NC(=O)CCS(=O)(=O)c3ccccc3)cc2s1,i,-8,1,4,-1,1,-3,-7,-4
CCN(CCn1cccn1)C(=O)C1CCC(=O)N(CC2CCCCC2)C1 (centres undefined),i,-5,0,-3,4,4,13,2,-3
CCCN(CCC)S(=O)(=O)c1cccc(C(=O)N=c2sccn2C)c1,i,11,5,-7,2,4,5,5,-5
CC(=O)N1CCc2c(sc(NC(=O)CS(=O)(=O)c3ccc(F)cc3)c2C(N)=O)C1,i,-9,-1,-16,-13,0,-26,19,-4
Oc1ccc(C(=S)N2CCCCCC2)cc1,i,-11,-1,-10,-3,2,3,37*,-13
COc1ccc(-c2ccc(C(=O)Nc3ccccc3)c3occc23)c(C)c1,i,33,-7,-4,8,0,-15,13,-1
CSCCC(C(=O)NCc1ccccc1)n1c(C2CCN(C(C)=O)CC2)nc2ccccc21 (centres undefined),i,/,4,/,8,/,7,/,/
CCOC(=O)C1CCCN(S(=O)(=O)c2ccc(-c3cc(C)no3)s2)C1 (centres undefined),i,12,0,-7,11,-2,5,4,-4
Cc1nc2c(C)cccn2c1/C(O)=C1\C(=O)C(=O)N(CCN(C)C)C1c1ccncc1 (centres undefined),i,-10,0,-4,14,0,-18,8,-3
CSCc1ccc(C(=O)NC2CC(C)(C)Cc3c2cnn3-c2ccc(F)cc2)o1 (centres undefined),i,5,-2,-5,5,-1,5,8,-3
COc1cc(OC)cc(C(=O)Nc2nnc(NC(=S)Nc3ccccc3)s2)c1,i,9,5,-7,-6,-4,16,34,-12
COc1ccc(-c2cnn3c4c(c(C)nc23)CCN4C(C)C)cc1OC,i,-1,16,-11,-10,-7,-1,-14,2

(more compounds)
SMILES	Neddylation inh	FAS TE block	MT1-MMP act inh	E coli Lon inh	SKN-1 block	Rin1 Abl inh	CendR NRP1 mod	MLLE-PAM2 inh	bovine MsrA act
CCC(C)[C@H](NC(=O)c1cn(CC)c2cc3c(cc2c1=O)OCO3)C(=O)NCCCn1ccnc1 (some centres undefined)	i	-4	2	0	23	-3	4	6	0
C[n+]1c2n(c3ccccc31)N=C(c1ccc(Cl)cc1)CS2	i	-6	10	1	-4	2	-2	23	1
CCOc1cc(CNc2ccc(N3CCN(C(C)=O)CC3)cc2)cc(Br)c1OC	i	7	5	-3	3	-2	-3	-3	-1
C/C(=N\NC(=O)c1c[nH]c2ccccc12)c1ccc(C)s1	i	-4	2	-12	5	0	2	-1	-4
O=C(O)CCn1c(SCCOc2ccccc2F)nc2ccccc21	i	-3	0	1	0	-1	1	-1	-7
O=C(CC12CC3CC(CC(C3)C1)C2)N1CCCC1	i	-4	-3	0	7	1	9	-9	0
CC(C)[C@H](NC(=O)N1CCn2c1nc1ccccc12)C(=O)N[C@@H](Cc1ccccc1)C(=O)O	i	-3	0	-3	14	-1	-5	-13	-1
CC1CC2(CC(C)(C(=O)CSc3n[nH]c(-c4ccccc4Cl)n3)OC2=O)C(=O)O1 (centres undefined)	i	-6	3	-4	2	-2	14	-4	1
COc1ccc(NC(=S)NCCSc2ccc(Cl)cc2)c(OC)c1	i	8	0	2	-15	2	4	-7	-10
CCc1ccc(-c2cc(C(F)(F)F)n3nc(C(=O)Nc4c(C)nn(Cc5ccccc5Cl)c4C)cc3n2)s1	i	30	2	3	2	0	-14	1	-2
CCOc1ccc(NC(=O)CN2CCN(S(=O)(=O)c3ccc(Cl)cc3)CC2)cc1	i	7	-2	-4	-13	4	2	-3	4
CCOc1ccc(-c2c(C(=O)N/N=C/c3c[nH]c4ccccc34)nnn2-c2nonc2N)cc1	+	13	2	3	-5	3	5	1	-14
O=C(C[C@@H]1C[C@@H]2c3cc(NC(=O)C4CCC4)ccc3O[C@@H]2[C@@H](CO)O1)NCc1ccc(Cl)cc1	i	-3	4	-15	17	0	-4	4	-8
Cc1ccc(C(=O)COC(=O)CCc2ccc(S(=O)(=O)N3CCCCC3)cc2)cc1	i	3	-1	-4	7	-1	0	-18	-1
Cc1ccc(C(C(=O)NC(C)(C)C)N(Cc2ccc3c(c2)OCO3)C(=O)c2ccc(CN3CCOCC3)o2)o1 (centres undefined)	i	-2	3	2	10	-1	-7	-10	-1
Cc1ccnc(SCC(=O)N2CCN(c3ccccc3)CC2)n1	i	-9	1	0	5	1	3	-8	-3
COc1ccc(C(=O)Nc2cc(OC)c(Cl)cc2OC)cc1	i	11	-1	-1	-5	1	2	-2	-4
CC(C)Sc1nc2ccccc2c(=O)[nH]1	i	-8	0	-19	-28	3	0	2	-3
Cc1cccc(CNS(=O)(=O)c2csc(C(N)=O)c2)c1	i	-5	1	7	-8	-1	10	10	-1
COC(=O)C1(C(F)(F)F)N=C2Sc3ccccc3N2C(N2CCOCC2)=N1 (centres undefined)	i	-5	-6	-2	-25	1	-3	9	-4
Cc1cc(C)n(-c2nc(SCC(=O)N3CCCC3)c3c4c(sc3n2)CCCC4)n1	i	9	1	-11	9	3	-5	12	2
O=C(c1cccn2c(=O)c3ccccc3nc12)N1CCN(c2ccccn2)CC1	i	-4	-1	4	-8	-5	-6	-1	-4
CN(C)Cc1c(O)c(Cl)cc2c3c(c(=O)oc12)CCCC3	i	-4	-2	3	-15	-2	-17	10	-4
O=C(NCCOc1ccccc1)c1cccc2c1C(=O)c1ccc(Cl)cc1S2(=O)=O	i	49	0	-5	9	0	-8	3	-3
O=C(NC1=NCCS1)c1sc2ccccc2c1Cl	i	2	1	-16	6	-10	-13	-5	-3
SMILES	Neddylation inh	FAS TE block	MT1-MMP act inh	E coli Lon inh	SKN-1 block	Rin1 Abl inh	CendR NRP1 mod	MLLE-PAM2 inh	bovine MsrA act
O=C(COC(=O)[C@@H]1CCCN1C(=O)c1cccs1)Nc1cccc([N+](=O)[O-])c1	i	15	3	-2	7	-1	8	3	-1
CCCOC(=O)C1=C(C)N(C)C(=O)NC1c1cc2c(cc1[N+](=O)[O-])OCO2 (centres undefined)	+	1	-1	2	14	6	15	-22	-1
COc1ccc(S(=O)(=O)N2CCCCCC2)cc1NC(=O)CN1C(=O)CNC1=O	i	-8	4	1	-2	-3	6	-28	-1
CCn1cc(C(=O)NCCCOC(C)C)c(=O)c2cc(S(=O)(=O)N3CCC(C)CC3)ccc21	i	38	-1	-1	-10	13*	2	10	-2
CCOC(=O)c1c(NC(=O)c2cc3n(n2)C(C(F)(F)F)CC(c2cccs2)N3)sc(C)c1C (centres undefined)	i	-5	-4	0	7	-2	10	5	-4
CCCCNC(=O)C1CCN(Cc2ccc(OCc3ccccc3)c(OC)c2)CC1	i	-3	4	-1	1	3	1	-13	-12
Cc1ccc(N2CC(NC(=O)C(=O)c3c[nH]c4ccccc34)CC2=O)cc1C (centres undefined)	i	-6	0	-11	2	3	-8	2	-1
CCN(C[C@H]1N[C@@](C)(C(=O)OC)[C@H]2C(=O)N(Cc3ccccc3)C(=O)[C@@H]12)S(=O)(=O)c1ccc(OC)cc1	i	-5	5	-10	-1	-2	-5	-4	-1
O=C(COC(=O)c1ccc[n+]([O-])c1)Nc1ccc([N+](=O)[O-])cc1Cl	i	-4	0	8	11	1	-3	0	-4

Fetched one by one from the list above (2):
SMILES	Neddylation inh	FAS TE block	MT1-MMP act inh	E coli Lon inh	SKN-1 block	Rin1 Abl inh	CendR NRP1 mod	MLLE-PAM2 inh	bovine MsrA act
Cc1ccc2c(c1)cc(C(=O)N[C@@H](Cc1ccccc1)C(=O)O)n2C	i	-1	-12	-6	18	0	-3	3	-2
CC1CC2(CC(C)(C(=O)CSc3n[nH]c(-c4ccccc4Cl)n3)OC2=O)C(=O)O1 (centres undefined)	i	-6	3	-4	2	-2	14	-4	1
